High-throughput results deposited in PubChem by National Center for Advancing Translational Sciences (NCATS).
GAA inh = blocks human lysosomal alpha-glucosidase. Potency, µM (highest dose often 76.9 µM), inactives show at the top dose activity change, negative = inhibition, hits mostly inhibitors. P10253. purified human GAA, 4-MU-alpha-glucoside fluorescence. hit rate 0.005% among 200,000;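 further: plate controls were uninhibited enzyme wells for no effect and no-enzyme background for full effect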
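Read-out is 4-methylumbelliferone fluorescence (Ex 365/Em 440 nm) after NaOH/glycine stop at pH 10. Enzyme 4 nM, substrate 400 uM, pH 5.0 citrate buffer, 20 min room temperature; AC50 from Hill-equation concentration-response.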
RECQ1 inh = inhibitors of human RECQ1 DNA helicase; P46063; RECQ1 DNA unwinding, red fluorescence kinetic read; Potency, µM (doses to about 57.3 µM), for inactives: top-dose activity, negative = inhibition, hits mostly inhibitors; hit rate 0.54% among 240,000; AID 2549;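 further: plate controls were vehicle for no effect and no enzyme for full effect; nearly all actives have a fitted effect of over 30% in size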
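50 nM RECQ1T1 preincubated 15 min with compound in Tris pH 8.0 buffer with MgCl2, DTT, Tween-20 and 2.5 ug/ml poly(dI-dC); started with 200 nM TAMRA/BHQ-2 forked duplex and 2 mM ATP. Unwinding read as fluorescence (525/598 nm), two reads 2 h apart.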
GAA spleen mod = inhibits or activates alpha-glucosidase in human spleen homogenate | Potency, µM (top dose mostly 79.9 µM), inactives show at the highest dose activity change, negative = inhibition, actives largely listed as inhibitors | human spleen homogenate, 4-MU-alpha-glucoside fluorescence | AID 2112 | hit rate 0.006% among 240,000 | P10253;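 further: 0% = enzyme with vehicle and -100% = no enzyme basal signal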
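Enzyme source: human spleen homogenate, 1 ug/well. Buffer 50 mM citric acid/K phosphate pH 5.0, 0.01% Tween-20. 4-MU-alpha-glucoside 1 mM; 37 C x 40 min; NaOH/glycine stop; fluorescence.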
GAA glycogen = GAA glycogen-cleavage inhibition or activation; recombinant GAA, glycogen substrate, Amplex Red glucose oxidase fluorescence; Potency, µM (series often up to 76.4 µM), for inactives: top-dose activity change, negative = inhibition, hits mostly inhibitors; hit rate 0.38% among 300,000;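 further: 0% = full enzyme reaction and -100% = no-enzyme basal signal; the screen sought inhibitors and activators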
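Recombinant human alpha-glucosidase (4 nM final) hydrolysed bovine liver glycogen (30 ug) for 40 min at 37 C in pH 5.0 citrate/phosphate with 0.01% Tween-20. Released glucose detected by glucose oxidase/Amplex Red, Ex 573/Em 610 nm. Compounds up to 77 uM; AC50 from Hill fits.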
L3MBTL1 inh = L3MBTL1 (human) inhibition. Q9Y468. AlphaScreen L3MBTL1–H3K9me1 peptide binding. Potency, µM (series often up to 57.1 µM), inactives show at the top dose activity, negative = inhibition, hits mostly inhibitors. hit rate 0.66% among 230,000. AID 485360; further: nearly all actives have a fitted effect of over 60% in size
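L3MBTL1 (50 nM) pre-complexed 30 min with biotinylated H3(1-15)K9me1 peptide (75 nM), then compounds added for 30 min at room temperature; AlphaScreen streptavidin donor/nickel chelate acceptor beads (10 ug/mL final) read after 30 min dark incubation.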
RGS12 GoLoco inh = inhibitors of human Gai1-RGS12 GoLoco interaction (red fluorophore). P63096. Gai1:RGS12 GoLoco peptide FP, rhodamine, 10 min. Potency, µM (highest dose often 61.6 µM), without a hit: at the top dose activity, negative = inhibition, hits mostly inhibitors. hit rate 0.44% among 230,000; active means well fitted inhibition curve with a large enough effect, not every such curve was filed as active; inactive means no such curve, though single readings can be large or run the other way; further: nearly all actives have a fitted effect of over 30% in size; many of its hits are not listed in these tables
Target sequence (P63096 whole entry, looked up): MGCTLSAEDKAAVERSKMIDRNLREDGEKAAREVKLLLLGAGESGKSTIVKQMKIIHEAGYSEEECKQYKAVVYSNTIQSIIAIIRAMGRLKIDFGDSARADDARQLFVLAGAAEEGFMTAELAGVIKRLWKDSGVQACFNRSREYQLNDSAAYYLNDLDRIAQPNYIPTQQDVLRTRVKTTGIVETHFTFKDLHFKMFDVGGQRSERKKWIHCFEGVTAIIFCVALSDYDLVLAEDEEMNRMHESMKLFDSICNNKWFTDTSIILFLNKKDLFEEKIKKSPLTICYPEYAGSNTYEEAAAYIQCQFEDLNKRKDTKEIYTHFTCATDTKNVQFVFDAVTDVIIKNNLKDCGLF
TexasRed fluor = alters Texas Red total fluorescence, flagging assay interference | TRb/SRC2 Texas Red total fluorescence interference | hit rate 0.29% among 280,000 | Potency, µM (top dose mostly 106 µM), without a hit: at the top dose fluorescence change, negative = quenching; active means well fitted curve in either direction with a large enough effect; inconclusive means small, poorly fitted or top-dose-only effect
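Human TRβ ligand-binding domain (0.6 uM) and Texas Red SRC2 peptide (20 nM) in Tris buffer with 1 uM T3 and 5% DMSO were incubated with pinned compound for 5 hr at ambient temperature. Total fluorescence was computed as S + 2P (555/632 nm).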
TRb SRC2 PPI = disrupts binding of human TR beta to SRC2; P10828; TRbeta-SRC2 peptide binding, fluorescence polarization; receptor liganded with 1 µM T3; Potency, µM (series often up to 106 µM), without a hit: at the highest dose activity change, negative = inhibition, usual class: inhibitors; hit rate 0.065% among 280,000; AID 1469;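 further: plate controls were bound peptide for no effect and peptide without receptor for full effect; nearly all actives have a fitted effect of over 50% in size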
Target sequence (P10828 whole entry, looked up): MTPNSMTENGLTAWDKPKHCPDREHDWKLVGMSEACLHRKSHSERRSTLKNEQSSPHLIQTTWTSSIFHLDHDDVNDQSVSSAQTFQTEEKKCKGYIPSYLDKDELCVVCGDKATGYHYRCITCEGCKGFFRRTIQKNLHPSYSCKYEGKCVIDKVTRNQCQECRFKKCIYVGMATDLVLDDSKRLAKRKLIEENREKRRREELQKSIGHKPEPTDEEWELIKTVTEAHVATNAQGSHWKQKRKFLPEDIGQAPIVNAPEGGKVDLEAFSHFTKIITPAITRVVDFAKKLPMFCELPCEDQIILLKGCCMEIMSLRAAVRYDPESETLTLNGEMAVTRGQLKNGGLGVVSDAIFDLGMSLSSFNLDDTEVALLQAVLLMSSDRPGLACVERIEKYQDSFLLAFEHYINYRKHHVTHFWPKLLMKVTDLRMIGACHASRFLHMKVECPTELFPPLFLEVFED
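Each compound concentration gave % activity, normalized to unbound and bound Texas Red SRC2 controls, from polarization read after 5 hr ambient incubation with T3-loaded human TRb LBD.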
An asterisk follows results filed as active; i = inactive; ? = inconclusive; . = not tested or not shown; & = joins results of further samples; [ ] = dose if it differs, or a comment. Unless noted, the call rests on the fitted dose curve; in most records, active means well fitted curve in the direction sought with a large enough effect; inconclusive means small, poorly fitted or top-dose-only effect, or another doubt; inactive means no such curve, though single readings can be large; an effect the other way counts as inactive or inconclusive. Unless noted, on the % scale 0 is the no-effect control and ±100 the full control effect; potency means the concentration at half of the fitted maximal effect. An excerpt. The share of hits here may be higher or lower than overall.

SMILES	GAA inh	RECQ1 inh	GAA spleen mod	GAA glycogen	L3MBTL1 inh	RGS12 GoLoco inh	TexasRed fluor	TRb SRC2 PPI
COc1ccc(CC(=O)Nc2ccc(-c3nc4cc(C)ccc4o3)c(O)c2)cc1OC	?	i	1%	-5%	.	55%[activator]	1%	3%
O=S(=O)(N1CCCCC1)N1CCN(c2ccccc2F)CC1	-9%	-7%	3%	-1%	.	-10%	-4%	3%
OC1CCNC(=S)N1c1ccccc1 (stereo not drawn)	-2%	2%	9%	-8%	.	0%	-4%	-2%
CCOC(=O)C(C)Oc1cccc2c(=O)n(CC(=O)NCc3ccco3)ccc12 (stereo not drawn)	1%	4%	-2%	-1%	-18%	3%	-1%	11%
O=C(NNc1c2ccccc2nc2ccccc12)c1cccc(O)c1	12%	?	-1%	?	-28%	30%	-14%	-6%
CCOc1ccc(C2=NNC(c3cccnc3)=Nc3ccc(OC)cc32)cc1	13%	1%	-7%	-3%	-13%	17%	1%	2%
CC1(C)OC1COc1c2ccoc2cc2oc(=O)ccc12 (stereo not drawn)	10%	i	11%	-10%	-3%	15%	?	-11%
Cc1cc2nn(-c3cccc4ccccc34)nc2cc1NC(=O)c1cccs1	8%	-1%	0%	4%	.	11%	0%	3%
O=C(NCc1cccnc1)C1CC(c2ccc(F)cc2)=NO1 (stereo not drawn)	-6%	6%	-4%	1%	-2%	-4%	0%	-15%
COc1ccc(OC)c(C2=NOC(C(=O)N3CCCc4ccccc43)C2)c1 (stereo not drawn)	-10%	i	-8%	0%	.	-4%	-8%	3%
CCc1cccc(C)c1NC(=O)N(C)C1CCCCC1	.	10%	2%	5%	-5%	-1%	-1%	5%
COc1cccc(NC(=O)CCc2nc(-c3ccccc3F)no2)c1	?	i	3%	0%	.	2%	0%	-8%
O=C(NCCCN1CCOCC1)c1csc2c1CCCC2	3%	-6%	-9%	41%	48%[activator]	-6%	-3%	-23%
Cn1c(=O)c2[nH]c(N=NNc3ccccc3F)nc2n(C)c1=O	.	-4%	2%	?	5%	-8%	1%	8%
COc1ccc(NC(=S)NCCC2=CCCCC2)cc1OC	-6%	-2%	8%	-26%	-8%[11.4 µM]	3%	-5%	-4%
Cn1c(-c2cnn(-c3ccccc3)c2-n2cccc2)n[nH]c1=S	1%	-6%	.	-4%	12%	13%	-2%	-1%
CCOC(=O)c1c(NC(=O)Cn2nc(C(F)F)cc2C(F)F)sc(C)c1C	?	0%	8%	-11%	.	37%[activator]	-3%	-3%
CN(C)c1ccc(N=Cc2nc(-c3ccccc3)oc2OC(=O)c2cccc(Br)c2)cc1	-8%	-12%	-2%	14%	-19%	13%	-3%	-5%
Cc1c(C(=O)NCCSCc2c(Cl)cccc2Cl)cccc1[N+](=O)[O-]	-12%	10%	-3%	-5%	-8%	-8%	-1%	-3%
Cc1ccc(-n2c(C)nc3c(cnn3-c3ccc(F)cc3)c2=O)cc1C	-5%	-7%	-1%	15%	2%	4%	-4%	-13%
COc1ccc(N2C(=O)C3C(C2=O)C2C=CC3C23CC3)c(OC)c1 (stereo not drawn)	-2%	-2%	7%	-7%	5%	7%	-1%	-16%
O=C(c1cccs1)N1CCN(c2ncc(Br)cn2)CC1	.	-7%	10%	3%	-1%	10%	-10%	-3%
O=C(Oc1cccc2cccnc12)c1ccccc1	.	i	-5%	.	.	11%	0%	6%
CN(C)C(CNC(=S)Nc1cccc(Cl)c1)c1ccccc1 (stereo not drawn)	2%	-5%	0%	2%	.	56%[activator]	-1%	7%
COc1ccccc1C(=O)C1CCCN(C(=O)Nc2ccccc2F)C1 (stereo not drawn)	?	-7%	6%	-10%	0%	8%	-2%	-7%
Fc1ccc(-c2onc3ccc(C4OCCO4)cc23)cc1	1%	0%	10%	5%	-27%	6%	-5%	-1%
O=C(Cc1ccccc1)Nc1nnc(-c2cccc([N+](=O)[O-])c2)s1	-3%	-8%	8%	-5%	-4%	8%	-1%	-1%
COc1ccc(-c2nc(CSCC(=O)NCc3ccc4c(c3)OCO4)c(C)o2)cc1	1%	0%	1%	1%	.	3%	-5%	-6%
FC(F)(F)c1cccc(NC(=S)N2CCN(c3cccc(C(F)(F)F)c3)CC2)c1	-7%	-10%	-5%	-4%	6%	.	1%	3%
Cc1ccc(C(C(=O)NC2CCCCC2)N(Cc2ccco2)C(=O)Cc2c[nH]c3ccccc23)o1 (stereo not drawn)	-4%	-5%	-6%	-10%	-4%	1%	-6%	-2%

A draw from above in order of number of heavy atoms, descending.
SMILES	GAA inh	RECQ1 inh	GAA spleen mod	GAA glycogen	L3MBTL1 inh	RGS12 GoLoco inh	TexasRed fluor	TRb SRC2 PPI
Cn1c(-c2cnn(-c3ccccc3)c2-n2cccc2)n[nH]c1=S	1%	-6%	.	-4%	12%	13%	-2%	-1%
O=S(=O)(N1CCCCC1)N1CCN(c2ccccc2F)CC1	-9%	-7%	3%	-1%	.	-10%	-4%	3%
CC1(C)OC1COc1c2ccoc2cc2oc(=O)ccc12 (stereo not drawn)	10%	i	11%	-10%	-3%	15%	?	-11%

Additional records follow:
SMILES	GAA inh	RECQ1 inh	GAA spleen mod	GAA glycogen	L3MBTL1 inh	RGS12 GoLoco inh	TexasRed fluor	TRb SRC2 PPI
O=C(NNC(=S)NC1CCCCC1)c1sc2ccccc2c1Cl	-4%	-13%	-3%	-5%	-4%	5%	2%	-1%
CC(=O)CSc1nc(N)c(C#N)c(-c2cccs2)c1C#N	-2%	i	-2%	0%	.	2%	1%	-4%
COc1ccc(CNC(=O)CN(Cc2ccc(Cl)cc2)S(=O)(=O)c2ccccc2)cc1	-3%	-19%	6%	-6%	.	6%	-1%	13%
S=c1nc(-c2ccccc2)n(CCCN2CCOCC2)c2c1CCCC2	0%	-5%	-19%	2%	1%	6%	1%	4%
COC(=O)Nc1ccc(S(=O)(=O)Nc2ccccc2F)cc1	-7%	-2%	5%	2%	4%	0%	2%	7%
COc1ccc(-c2[nH]ncc2CN(C)Cc2cccnc2)c(F)c1	1%	-6%	0%	-11%	4%	1%	-5%	-4%
CCCNc1nc(C)cc(-c2cc(-c3ccccc3)on2)n1	.	-7%	5%	3%	.	-2%	-3%	1%
O=c1c(Cl)c(O)c2cccc3c4ccccc4n1c23	-6%	7%	-11%	0%	0%	-1%	-8%	-6%
COc1ccc(C2=Nn3c(nnc3-c3ccco3)SC2)cc1	-11%	i	-3%	13%	.	16%	-5%	0%
CCc1ccc(/C=C2\CN(CC)Cc3c2nc2ccccc2c3C(=O)O)cc1	-13%	-4%	8%	14%	27%	-22%	-8%	-4%
Cc1ccc(N(CC(=O)Nc2cc(C)cc(C)c2)S(=O)(=O)c2cccc3nonc23)cc1	-16%	-7%	0%	-3%[76.3 µM]	.	8%	0%&-4%	6%&1%
CCn1c(=O)c(C(=O)CN(C)Cc2ccc(F)cc2)c(N)n(Cc2ccccc2)c1=O	-7%	-2%	0%	6%	9%	-13%	0%	5%
C=C1C(=O)C23C(O)C1CCC2[C@]12COC3(O)C(O)C1C(C)(C)CC[C@H]2O (stereo partly drawn)	.	-2%	13%	.	.	-3%	-2%	-3%
CCOC(=O)C1=C(C)N=c2s/c(=C\c3ccc(OCC(=O)O)cc3)c(=O)n2C1c1ccc(OC(C)C)cc1 (stereo not drawn)	-12%	-12%	-7%	9%	-14%	5%	0%	-1%
CCN(CC)CCn1c2ccccc2c2cnc(N=CN(C)C)c(C#N)c21	-5%	11%	-3%	2%	-8%	-1%	-2%	4%
O=C(c1ccco1)N1CCN(c2cc(=O)n(-c3ccc(Cl)cc3)c(=O)[nH]2)CC1	-1%	i	-5%	2%	1%	-9%	0%	-1%
COc1ccc(NC(=O)CCCn2c(=O)c3sccc3n(Cc3ccccc3)c2=O)cc1	-1%	1%	-2%	8%	-4%	9%	10%	3%
CCCCOC(=O)Nc1ccc(S(=O)(=O)Nc2ncccn2)cc1	?	i	-3%	-11%	10%	21%	-1%	1%
COCCCNC(=O)c1c(N)n(-c2ccccc2)c2nc3ccccc3nc12	.	17%	8%	2%	47%[activator]	-4%	-3%	-5%
CCCc1nc2ccccc2c(=O)n1N	-6%	-13%	-4%	6%	.	0%	-4%	3%
Cc1cc(NC(=O)C2C3C(=O)N(Cc4ccc(Cl)cc4)C(C(=O)NC4CCCCC4)C34C=CC2(C)O4)no1 (stereo not drawn)	2%	-3%	0%	0%	2%	10%	-3%	-1%
Cc1ccc(C(=O)Nc2ccc3c(c2)OCO3)o1	-14%	-4%	-4%	2%	3%[11.4 µM]	6%	1%	-5%
CSc1ccc(/C=N/NC(=O)CN2CCN(Cc3ccccc3Cl)CC2)cc1	4%	-9%	-9%	-7%	-8%	.	-2%	1%
O=C(/C=C/c1ccccc1Cl)Nc1ccccc1	.	i	3%	3%	15%	8%	0%	7%
Cc1nc(N2CCN(C(c3ccccc3)c3ccccc3)CC2)nc2c1C(=O)CCC2	-7%	-13%	-1%	8%	4%	4%	0%	-5%
N#Cc1cc(NCC2CCCO2)c([N+](=O)[O-])cc1C#N (stereo not drawn)	-2%	i	1%	-1%	8%	-4%	3%	-2%
Cc1ccccc1CN1C[C@@H]2C[C@@H](c3cn[nH]c3-c3ccccc3)N3CCC[C@@]23C1=O	2%	i	-2%	-4%	3%	3%	-3%	0%
CCSC1=NCCN1S(=O)(=O)c1ccc(Cl)cc1	1%	i	-5%	-1%	.	-10%	3%	-2%
CC(C)N1C(=O)NC2(c3ccccc3)N(C)C(=O)N(C)C12c1ccccc1 (stereo not drawn)	-1%	-21%	-1%	-13%	11%	1%	-5%	-6%
CN(C)c1ccc(C2CC(c3cccc(NS(C)(=O)=O)c3)=NN2C(=O)c2ccccc2)cc1 (stereo not drawn)	-1%	-8%	3%	-26%	?	10%	-3%	1%
